# Screening results as filed in PubChem.
# Hsp70 displacement: Hsp70 inhibitors, probe displacement, primary screen, biochemical, fluorescence polarization (AID 583); hit rate 0.06% among 140,000; displacement, % at 20 µM, or IC50 in µM where a hit was titrated; Hsp70 fluorescence polarization probe displacement, mP; higher % means a stronger effect; Heat shock 70 kDa protein 1A (Homo sapiens); in the data active = displacement above about 50%;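 also: plate controls were vehicle for no effect and reference ligand for full effect; a part of the inactive calls stands beside numbers as strong as those of hits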
# Rat MKP-3 inhibitors: MKP-3 phosphatase inhibitors, primary screen, biochemical, rat enzyme, in vitro (AID 425) | Dual specificity protein phosphatase 6 (Rattus norvegicus) | hit rate 0.17% among 110,000 | inhibition, % at 20 µM; hits with a dose series show IC50 in µM | recombinant MKP-3 phosphatase activity, fluorescence; higher % means a stronger effect; in the data active = inhibition above about 50%;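 also: plate controls were vehicle for no effect and reference inhibitor for full effect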
# Starred values were filed as active, the others as inactive; nt = not tested or not shown; & = joins results of further samples.
Hsp70 displacement,Rat MKP-3 inhibitors,mol
-2.0%,2%,CC1(C)Cc2c(C#N)c(N3CCN(C(=O)c4ccco4)CC3)nc(-c3ccco3)c2CS1
-4.6%,2%,COc1cccc(CN2CCN(Cc3cc(Br)ccc3O)CC2)c1OC
1.1%,-2%,CCOc1ccc(NC(=O)COc2ccccc2)cc1
8.0%,-4%,CCOC(=O)c1ccc(N=Cc2nc3ccccc3n2C)cc1
1.5%,nt,COC(=O)c1c(C(=O)OC)c(-c2ccc(C)cc2)n2c1CS(=O)(=O)C2
1.1%,-10%,O=C(NCCCN1CCCC1=O)C1CCN(S(=O)(=O)N2CCOCC2)CC1
1.3%,-4%,CC1=NN(c2cccc(C(F)(F)F)c2)C(=O)/C1=C/c1ccc(N(C)C)cc1
-5.2%,1%,COC(=O)C1=NNC2(C)C(=O)N(c3ccccc3Cl)C(=O)C12 (stereo not given)
1.0%,nt,CCN1CCN(C(C)C(=O)Nc2c(C)n(C)n(-c3ccccc3)c2=O)CC1 (stereo not given)
3.7%,-4%,O=C(CN(c1cccc(Br)c1)S(=O)(=O)c1ccccc1)Nc1ccc(Cl)cc1
-0.2%,-6%,CCOc1ccccc1NC(=O)Cn1c(C)cc(COC)c(C#N)c1=O
-1.5%,-2%,COc1ccc(OCCNc2cc(N3CCOCC3)ccc2[N+](=O)[O-])cc1

# (continued)
Hsp70 displacement,Rat MKP-3 inhibitors,mol
2.8%,6%,Cc1ccc(NC(=O)c2noc3c2CCCCC3)cc1C
3.1%,8%,Cc1c(NC(=O)C2CC(c3c(F)cccc3Cl)=NO2)c(=O)n(-c2ccccc2)n1C (stereo not given)
-1.7%,-2%,COC(=O)c1ccc(NC(NC(=O)c2ccc(OC)c(OC)c2)C(Cl)(Cl)Cl)cc1 (stereo not given)
3.3%,8%,Cc1ccc(N2C(=O)NC(=O)/C(=C\c3ccc(-c4cccc([N+](=O)[O-])c4)o3)C2=O)cc1
-5.7%,0%,O=C(Nc1ccc(N2CCOCC2)cc1)c1ccc(Cl)cc1
-4.6%,nt,COc1cccc(C2CC(c3ccccc3Cl)Nc3ncnn32)c1 (stereo not given)
6.5%,-15%,O=C(NCCO)c1ccc2[nH]c3c(c2c1)CCCC3
-1.9%,-2%,O=C(CSCc1ccccc1)NC1CCSC1=O (stereo not given)
0.8%,nt,Cc1sc(NC(=O)c2ccco2)c(C(c2cccnc2)N2CCC(C)CC2)c1C (stereo not given)
nt,-6%,Cc1ccccc1-n1nc2c(c1NC(=O)c1cccc(F)c1)CS(=O)C2 (stereo not given)
-5.9%,3%,CC(=O)c1c(C)nc(-c2ccc([N+](=O)[O-])cc2)nc1N
-6.0%,-1%,CCOC(=O)C1=C(C)Nc2nc(C)nn2C1c1ccc(OC)c(OC)c1 (stereo not given)

# Further compounds.
Hsp70 displacement,Rat MKP-3 inhibitors,mol
6.0%,-1%,CCOCCn1c(SCc2c(F)cccc2Cl)nc2c1c(=O)[nH]c(=O)n2C
-2.7%,nt,O=C(Nc1cc(S(=O)(=O)N2CCOCC2)ccc1Cl)C(=O)c1c(-c2ccccc2)cc2ccccn12
-1.7%,10%,CC(C)OC(=O)c1c(-c2ccc(Br)cc2)csc1NC(=O)/C=C/C(=O)O
0.1%,nt,C=CCOC(=O)C1=C(C)Nc2nnnn2C1c1cccs1 (stereo not given)
0.0%,-1%,COC(=O)c1cc(C(=O)Nc2cc(C(F)(F)F)ccc2Cl)cc([N+](=O)[O-])c1
-1.5%,nt,CCSc1nc2ccccc2n1C(=O)Oc1ccccc1
-8.6%,0%,CC1=N/C(=C\c2ccc(OC(F)F)cc2)C(=O)O1
-0.8%,-8%,COc1ccc(-n2c(COc3ccc(C)cc3)nnc2SCC(N)=O)cc1
2.6%,nt,CC(=O)n1cc(/C=N/NC(=O)c2sc(C)nc2C)c2ccccc21
1.5%,-8%,COc1cccc(NC(=O)c2nc3ncccn3n2)c1
-4.6%,nt,CC(C)C[C@H](NC(=O)OC(C)(C)C)c1nnc(SCc2ccccc2)o1
2.5%,nt,COc1ccccc1-c1cnnc(N/N=C/c2ccc(-c3cccc(Br)c3)o2)n1

# One compound at a time, as listed above. Values in the order: Hsp70 displacement, Rat MKP-3 inhibitors
# COc1cccc(NC(=O)c2nc3ncccn3n2)c1 is listed with 1.5%, -8%
# COC(=O)c1cc(C(=O)Nc2cc(C(F)(F)F)ccc2Cl)cc([N+](=O)[O-])c1 is listed with 0.0%, -1%
# CCSc1nc2ccccc2n1C(=O)Oc1ccccc1 is listed with -1.5%, nt
# O=C(Nc1cc(S(=O)(=O)N2CCOCC2)ccc1Cl)C(=O)c1c(-c2ccccc2)cc2ccccn12 is listed with -2.7%, nt

# In another format: results already given
# Every second line gives: Hsp70 displacement | Rat MKP-3 inhibitors
COc1cccc(NC(=O)c2nc3ncccn3n2)c1
    1.5% | -8%
CC1=N/C(=C\c2ccc(OC(F)F)cc2)C(=O)O1
    -8.6% | 0%
O=C(Nc1cc(S(=O)(=O)N2CCOCC2)ccc1Cl)C(=O)c1c(-c2ccccc2)cc2ccccn12
    -2.7% | nt
CC(=O)n1cc(/C=N/NC(=O)c2sc(C)nc2C)c2ccccc21
    2.6% | nt
COC(=O)c1cc(C(=O)Nc2cc(C(F)(F)F)ccc2Cl)cc([N+](=O)[O-])c1
    0.0% | -1%
CCOCCn1c(SCc2c(F)cccc2Cl)nc2c1c(=O)[nH]c(=O)n2C
    6.0% | -1%

# (list continues)
Hsp70 displacement,Rat MKP-3 inhibitors,mol
3.7%,-3%,COC(=O)c1cccc(C(=O)Nc2ccc(C)cc2)n1
-1.5%,-1%,CC(C)(C)c1ccc(-c2nnc(N)s2)cc1
-1.4%,-10%,CCC(c1nnnn1C(C)(C)C)N(CCOC)Cc1cc2cccc(C)c2n2nnnc12 (stereo not given)
0.6%,2%,CCCC(=O)C1C(=O)CC(C)(C)C1C(=O)OC (stereo not given)
6.3%,-9%,Cc1ccccc1NC(=O)N1CCCC(c2nc(-c3ccc(F)cc3)no2)C1 (stereo not given)
0.5%,-13%,O=C(O)c1ccc(S(=O)(=O)N2CCC(c3nc(-c4ccccc4Cl)no3)CC2)cc1
-1.0%,-6%,O=c1ccc2cc(S(=O)(=O)N3CCOCC3)ccc2o1
6.4%&2.9%,-20%&0%,O=C(O)Cc1ccc(NC(=O)C2CCCCC2C(=O)O)cc1 (stereo not given)
1.2%,5%,CCOc1ccc(NC(=S)NC(NC(=O)Cc2cccc3ccccc23)C(Cl)(Cl)Cl)cc1 (stereo not given)
-1.7%,4%,CCCOc1ccc(C(=O)C(c2ccccc2)N2CCOCC2)cc1 (stereo not given)
-1.5%,0%,CCOc1ccccc1/C=N/NC(=O)Cc1nnc(N)s1
2.2%,-4%,O=C(CCc1ccccc1)Nc1nc2n(n1)C(c1ccccc1)CC(=O)N2 (stereo not given)

# Carrying on.
Hsp70 displacement,Rat MKP-3 inhibitors,mol
1.5%,1%,O=C(O)CCCCCN1C(=O)C(=O)/C(=C(/O)c2ccc(Cl)cc2)C1c1cccc(F)c1 (stereo not given)
-1.0%,nt,N#Cc1ccc(-n2nccc2-c2cnc3n(c2=O)CCS3)cc1
-3.9%,2%,Cc1ccccc1C(=O)NNC(=O)C(C)C
4.4%,1%,Cn1c(CNC2CCCCC2)nc2ccccc21
2.5%,-5%,COc1cc(CO)cc(Br)c1OCC(=O)N1CCCCC1
-0.5%,-2%,O=C(Nc1ccc(Cl)cc1)Oc1ccccc1[N+](=O)[O-]
-3.2%,nt,O=C(NC1CCN(S(=O)(=O)c2ccccc2)CC1)C1CCCCC1
-1.6%,1%,Clc1ccc(C=NN2CCN(Cc3ccccc3)CC2)cc1Cl
-3.1%,2%,O=C(O)CCCC(=O)Nc1ccc(C(=O)N2CCCCC2)c(Cl)c1
-2.3%,-16%,Cc1cccc(C(=O)c2ccccc2C(=O)O)c1O
2.7%,9%,O=C(Cn1c(=O)oc2cc(S(=O)(=O)N3CCCCCC3)ccc21)NC1CCCCC1
6.2%,-9%,CC(C)OC(=O)CC(=O)CSc1nc2c(cc1C#N)CCC2

# New compounds follow:
Hsp70 displacement,Rat MKP-3 inhibitors,mol
-0.6%,3%,CCc1nnc(NC(=O)CN2CCN(c3ccccc3OC)CC2)s1
0.1%,-4%,Cc1cccc(NC2=C(Cl)C(=O)N(c3ccc(Cl)cc3)C2=O)c1C
-0.1%,-6%,Cc1nnc(NC(=O)CSc2nnnn2Cc2ccccc2)s1
-2.4%,-5%,Cc1cc2c(=O)n(Cc3ccco3)c(SCC(=O)N3CCCc4ccccc43)nc2s1
2.0%,-12%,CCCCC1CCC(C(=O)NC2CCS(=O)(=O)C2)CC1 (stereo not given)
-3.9%,2%,CCOC(=O)c1cnc2cc(-c3ccc(Cl)cc3)nn2c1C
1.2%,3%,CN1C(=O)/C(=C\c2nc3ccccc3c(=O)n2C)c2cc(Br)ccc21
nt,3%,CCOC(=O)N1CCN(C(=O)CSc2nnc(CNC(=O)c3ccccc3F)o2)CC1
-0.2%,2%,CN(CCCNC(=O)COc1cc(=O)n(C)c2ccccc12)Cc1ccccc1
4.6%,-1%,COc1ccc(/C=N/NC(=O)c2ccc(=O)n(C)c2)cc1
-1.3%,nt,CCCCOC(=O)c1c(C)oc2ccc(NS(=O)(=O)c3ccc4c5c(cccc35)C(=O)N4)cc12
-2.4%,6%,Cc1sc2ncnc(Sc3nnnn3-c3ccccc3)c2c1C

# (next part)
Hsp70 displacement,Rat MKP-3 inhibitors,mol
-1.4%,-2%,C=CCn1sc(=N)c(C#N)c1N
9.4%,nt,Cc1ccccc1Cn1ccc(NC(=O)c2cnn3c2NC(c2ccccc2)CC3C(F)(F)F)n1 (stereo not given)
-3.4%,nt,C=CCc1c(C)nc(C)nc1N/N=C/c1ccccc1
1.0%,0%,O=C(CN1C(=O)CCC1=O)Nc1nc2c(F)cc(F)cc2s1
4.0%,-4%,CC(=O)Nc1ccn(Cc2c(F)cccc2Cl)n1
1.1%,nt,O=C(CSc1ccccc1)N1CCc2ccccc21
nt,2%,O=C(NCCN1CCN(C(=O)c2ccc(Br)cc2)CC1)C(=O)Nc1ccccc1
-1.1%,-8%,O=C(O)c1cc(-c2ccncc2)nc2ccc(S(=O)(=O)N3CCOCC3)cc12
-2.3%,nt,O=C(CN1CCCN(Cc2ccc(F)cc2Cl)C1=O)NC1CCCCCCC1
-1.3%,-14%,Cc1cnc(C(=O)Nc2ccccc2-c2nnn(CC(=O)NC3CCCC3)n2)cn1
4.7%,-7%,CC(=O)Nc1nnc(S(N)(=O)=O)s1
-1.0%,-9%,COc1ccc(C)cc1NC(=O)CCC(=O)Nc1ccc2nc(N3CCN(C)CC3)cc(C)c2c1

# New compounds follow:
Hsp70 displacement,Rat MKP-3 inhibitors,mol
6.0%,-5%,CCCc1cc(=O)[nH]c(=S)[nH]1
-1.2%,5%,CCc1nnc(NC(=O)CSc2nnc(CCc3nc4ccccc4[nH]3)n2C)s1
-1.0%,-4%,FC(F)(F)c1cccc(NCc2cn3cccnc3n2)c1
-3.2%,0%,O=C(c1ccccc1F)N1CCC(O)(c2cccnc2)CC1
-6.5%,-4%,CCN(CCCNS(=O)(=O)c1ccc2c(c1)CCN2C(C)=O)c1cccc(C)c1
3.0%,5%,COC(=O)COc1ccc(/C=C2\C(=O)NC(=S)N(c3ccc(Br)cc3)C2=O)cc1OC
4.6%,-9%,Cc1ccc(CNC(=O)c2cc3c(=O)n4ccccc4nc3n(CC3CCCO3)c2=N)cc1 (stereo not given)
5.5%,nt,COC(=O)C(C)N(c1ccc(C)cc1)S(=O)(=O)c1c(C)[nH]c(=O)[nH]c1=O (stereo not given)
-0.3%,nt,COc1ccc(N(CC(=O)NC2CCCCC2)C(=O)CNC(=O)c2ccco2)cc1OC
2.7%,1%,Cc1cccc(-n2c(C)cc(C=C(C#N)C#N)c2C)c1
0.5%,3%,CCN(CC)CCN1C(=O)C(O)=C(C(=O)/C=C/c2ccccc2)C1c1ccc([N+](=O)[O-])cc1 (stereo not given)
0.8%,-9%,COc1ccc(C(c2nnnn2C(C)(C)C)N2CCN(c3nc4ccccc4s3)CC2)cc1OC (stereo not given)

# More compounds:
Hsp70 displacement,Rat MKP-3 inhibitors,mol
-0.2%,-17%,COc1ccc(Cl)cc1Nc1nc(N2CCCC2)nc(N2CCCC2)n1
4.7%,-2%,CCC(=O)/C=C1\Sc2ccc(OC)cc2N1CC
1.7%,-4%,O=C(Nc1ccc(F)cc1)N(CCCN1CCOCC1)Cc1cc2cc3c(cc2[nH]c1=O)OCCO3
-2.5%,6%,CCCCOc1cccc(C(=O)Nc2ccc(CC)cc2)c1
1.7%,-1%,Cc1ccc(C(C)C)c(OCCOc2ccccc2/C=C2/SC(=S)N(C)C2=O)c1
12%,-4%,COc1ccc(NC(=S)NC(=O)COc2ccc(Cl)cc2)cc1
-3.3%,1%,O=C(COC(=O)C1CCN(C(=O)c2ccc(Cl)cc2)CC1)c1ccco1
2.3%,2%,CS/C(=N\S(=O)(=O)c1cccs1)Nc1ccc(N2CCOCC2)cc1
2.0%,nt,Oc1ccc(Cl)cc1-c1cc(C(F)(F)C(F)F)nc(-c2ccccc2)n1
-0.3%,3%,CCCCOC(=O)c1ccc(NC(=S)NC(NC(=O)OCC)C(Cl)(Cl)Cl)cc1 (stereo not given)
2.2%,0%,NC(=O)c1c(NC(=O)C2C3C=CC(C3)C2C(=O)O)sc2c1CCCC2 (stereo not given)
-7.8%,-5%,CCCS(=O)(=O)c1nc(S(=O)(=O)c2ccc(C)cc2)c(N2CCCC2)s1

# Remaining list, next part
Hsp70 displacement,Rat MKP-3 inhibitors,mol
2.2%,-2%,CN(C)CCN1C(=O)c2oc3ccccc3c(=O)c2C1c1cccc(Br)c1 (stereo not given)
-3.3%,nt,CSC(=NS(=O)(=O)c1ccccc1)SC
-0.3%,0%,Cc1nc2ccccn2c1C(=O)NC(C)c1ccccc1 (stereo not given)
-2.1%,-10%,Cc1cc(=O)oc2cc(OCC(=O)N3CCCc4ccccc43)ccc12
-2.9%,4%,COc1ccc(CN2CCN(C(=O)c3cccs3)CC2)cc1OC

# Only part of the results is shown; the hit share may differ from the screen's.
